TRHR PAM: allosterically enhances the human TRH receptor | AID 493056 | enhancement, % at 2 µM | actives 0.66% (n = 360,000) | TRHR cells, fluo-8 calcium fluorescence, EC20 TRH enhancement | P34981; in the data active means enhancement above about 30%; further: 0% is about no effect
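TRHR-expressing cells loaded with fluo-8 calcium dye were read kinetically (ex 480/em 530) during compound addition, then stimulated with an EC20 of TRH (10 nM final). Enhancement of the Gq-mediated intracellular calcium response was scored.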
D1 antag: human D1 dopamine receptor antagonism | HEK293 TREx D1 cells, calcium flux, dopamine EC80; active compounds read low | activity change, negative = inhibition, % at 10 µM | actives 3.2% (n = 360,000) | AID 504652; in the data active means activity change below about -30%; further: on the % scale 0 is the no-effect control and ±100 the full control effect
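After overnight tetracycline induction at 30 C, force-coupled D1 HEK293 cells took up a no-wash calcium dye at room temperature. Compounds were added and monitored 180 s, and the response to EC80 dopamine was then recorded.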
D1 potentiator: human D1 dopamine receptor positive modulation | P21728 | HEK293 TREx D1 cells, calcium flux, dopamine EC20 potentiation | potentiation, % at 10 µM | actives 0.036% (n = 360,000) | AID 504651; in the data active means potentiation above about 30%; further: 0% is about no effect
RXFP1 antag: antagonists of human relaxin receptor RXFP1. Q9HBX9. HEK293-RXFP1, relaxin-stimulated cAMP HTRF, 30 min; active compounds read low. activity change, negative = inhibition, % at 57.5 µM. actives 0.59% (n = 350,000). AID 1259400;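 active means activity change of -60% or lower, but not beyond a set lower limit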; further: on the % scale 0 is the no-effect control and ±100 the full control effect
D1 ag: human D1 receptor agonism; HEK293 T-REx D1 cells, calcium flux, agonist mode; activation, % at 2 µM; actives 1% (n = 360,000); AID 504660; further: 0% is about no effect
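Tetracycline-induced HEK293 TREx D1 cells, force-coupled to calcium signalling, were dye-loaded with a no-wash calcium kit. Compound was pin-added after a 10 s baseline. Fluorescence was read kinetically at 1 cycle/s for 180 s, with calcium rises flagged as agonism.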
TRHR ag: activates the human TRH receptor; activation, % at 2 µM; actives 0.18% (n = 360,000); P34981; TRHR cells, calcium flux fluo-8, FDSS agonist mode; further: 0% is about no effect
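TRHR-expressing cells, plated overnight in medium with 10% serum, were loaded with fluo-8 calcium dye at room temperature. After a 10 s baseline, library compound was pin-added and calcium release was recorded kinetically (ex 480/em 530) as agonist response.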
D2 ag: agonists of human D2 dopamine receptor. P14416. HEK293 T-REx D2 cells, calcium flux agonist mode. actives 0.53% (n = 340,000). activation, % at 2 µM. AID 485358;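 active means activation over 3 SD above normal in the single-dose calcium agonist read, cut at about 30% in these data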; further: 0% is about no effect
Target sequence (P14416 whole entry, looked up): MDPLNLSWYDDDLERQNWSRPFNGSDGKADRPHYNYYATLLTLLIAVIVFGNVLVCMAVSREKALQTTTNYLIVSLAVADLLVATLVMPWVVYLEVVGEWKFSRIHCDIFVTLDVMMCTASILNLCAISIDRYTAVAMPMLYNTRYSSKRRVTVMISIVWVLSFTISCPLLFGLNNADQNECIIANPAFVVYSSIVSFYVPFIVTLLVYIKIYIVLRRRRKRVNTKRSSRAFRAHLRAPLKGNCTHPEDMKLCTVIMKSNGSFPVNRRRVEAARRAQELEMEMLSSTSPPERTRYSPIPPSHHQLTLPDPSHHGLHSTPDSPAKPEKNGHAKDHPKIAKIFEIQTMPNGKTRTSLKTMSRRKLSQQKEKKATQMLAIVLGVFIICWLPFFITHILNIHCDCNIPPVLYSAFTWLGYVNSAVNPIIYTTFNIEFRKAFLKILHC
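Agonism scored from kinetic calcium signal (1 read/sec, 180 s) following compound pin transfer, after a 10 s baseline. Cells: HEK293 Trex line expressing inducible D2 receptor coupled to calcium, dye-loaded after overnight culture at 30 C.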
D2 antag: D2 dopamine receptor (human) antagonism; P14416; HEK293 TREx D2 cells, calcium flux, dopamine EC80; inhibition, % at 10 µM; actives 2% (n = 340,000); AID 485344; in the data active means inhibition above about 30%; further: 0% is about no effect
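Compounds are added to dye-loaded, induced HEK293 T-REx cells coupled to calcium release via D2; after a 3 min kinetic read an EC80 dopamine stimulus is given and fluorescence is recorded for 3 more min.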
D2 potentiator: positively modulates the human D2 dopamine receptor allosterically | P14416 | HEK293 T-REx D2, calcium flux, EC20 dopamine potentiation | potentiation, % at 10 µM | actives 0.34% (n = 340,000);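 active means potentiation over 3 SD above the plate norm, cut at about 30% in these data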; further: 0% is about no effect
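Tetracycline-induced Hek293 Trex D2 cells, force-coupled to calcium, loaded with no-wash calcium dye. Compound added with 180 s kinetic read for agonism, then EC20 dopamine and a further 180 s read for potentiation.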
* = called active by the depositor; · = no result given. Unless noted, no stated cut-off is given here; in the data, active means activation above about 30%; inactive means the rest.

SMILES | TRHR PAM | D1 antag | D1 potentiator | RXFP1 antag | D1 ag | TRHR ag | D2 ag | D2 antag | D2 potentiator
O=C(N1CCN(c2ccccc2F)CC1)C1(S(=O)(=O)c2ccc(Cl)cc2)CC1 | 3 | 10 | -3 | 1 | -1 | 0.2 | -0.1 | 4 | 0
COc1ccc(/C=N/NC(=O)c2snnc2C)c(OC)c1OC | -4 | -20 | -4 | -2 | 4 | -1.2 | 0.1 | -7 | 1
COc1ccc(-n2nc(C(=O)NCC(=O)NCCCN3CC(C)CC(C)C3)c3ccccc3c2=O)cc1Cl (configuration not stated) | -11 | -1 | 1 | -4 | -2 | 1.7 | -0.1 | 1 | -6
Cc1ccc(S(=O)(=O)N(C)C)cc1NC(=O)CN1C(=O)NC2(CCCc3ccccc32)C1=O (configuration not stated) | 6 | -11 | -1 | 7 | 4 | -0.1 | 0.0 | -17 | -8
COc1cc(/C=N/Nc2ccc(Cl)c(C(=O)O)c2)ccc1OC(=O)c1ccc(F)cc1 | -2 | -2 | -8 | -33 | -1 | 0.0 | -2.6 | 5 | ·
O=C(CNCC1CCCO1)Nc1ccccc1-n1cccc1 (configuration not stated) | 3 | -2 | -1 | 13 | -1 | -0.2 | -1.1 | -2 | -4
O=C(O)CSc1nnc(Cc2ccccc2)n1Cc1ccccc1 | -5 | -1 | -8 | -2 | 3 | 0.3 | 0.4 | 1 | -13
COc1ccc(/C=C(/C(=O)Nc2ccccc2C(=O)NC(C)C)c2ccccc2)cc1 | 3 | -6 | -3 | -11 | 5 | -0.8 | -0.1 | 2 | 2
COc1ccc(C)cc1NC(=O)C(Sc1nnc(-c2ccncc2)n1-c1ccc(Cl)cc1)c1ccccc1 (configuration not stated) | 4 | 6 | 3 | 2 | 4 | 0.2 | 1.7 | -12 | -1

In the list so far, these have an aryl methoxy group:
SMILES | TRHR PAM | D1 antag | D1 potentiator | RXFP1 antag | D1 ag | TRHR ag | D2 ag | D2 antag | D2 potentiator
COc1ccc(/C=N/NC(=O)c2snnc2C)c(OC)c1OC | -4 | -20 | -4 | -2 | 4 | -1.2 | 0.1 | -7 | 1
COc1ccc(-n2nc(C(=O)NCC(=O)NCCCN3CC(C)CC(C)C3)c3ccccc3c2=O)cc1Cl (configuration not stated) | -11 | -1 | 1 | -4 | -2 | 1.7 | -0.1 | 1 | -6
COc1cc(/C=N/Nc2ccc(Cl)c(C(=O)O)c2)ccc1OC(=O)c1ccc(F)cc1 | -2 | -2 | -8 | -33 | -1 | 0.0 | -2.6 | 5 | ·
COc1ccc(/C=C(/C(=O)Nc2ccccc2C(=O)NC(C)C)c2ccccc2)cc1 | 3 | -6 | -3 | -11 | 5 | -0.8 | -0.1 | 2 | 2
COc1ccc(C)cc1NC(=O)C(Sc1nnc(-c2ccncc2)n1-c1ccc(Cl)cc1)c1ccccc1 (configuration not stated) | 4 | 6 | 3 | 2 | 4 | 0.2 | 1.7 | -12 | -1

A draw from above in order of length of the SMILES, low to high:
SMILES | TRHR PAM | D1 antag | D1 potentiator | RXFP1 antag | D1 ag | TRHR ag | D2 ag | D2 antag | D2 potentiator
COc1ccc(/C=N/NC(=O)c2snnc2C)c(OC)c1OC | -4 | -20 | -4 | -2 | 4 | -1.2 | 0.1 | -7 | 1
O=C(N1CCN(c2ccccc2F)CC1)C1(S(=O)(=O)c2ccc(Cl)cc2)CC1 | 3 | 10 | -3 | 1 | -1 | 0.2 | -0.1 | 4 | 0
COc1cc(/C=N/Nc2ccc(Cl)c(C(=O)O)c2)ccc1OC(=O)c1ccc(F)cc1 | -2 | -2 | -8 | -33 | -1 | 0.0 | -2.6 | 5 | ·

Bioassay records (PubChem)
